Bioassay records: PubChem BioAssay, Sanford-Burnham Center for Chemical Genomics
STEP block = inhibitors of human striatal-enriched phosphatase STEP. recombinant STEP, OMFP fluorogenic substrate, fluorescence. actives 0.25% (n = 360,000). inhibition, % at 20 µM. P54829;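 active = inhibition at 20 µM, scaled per plate between control wells, above about 37%, limit read from the data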;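 note: 0% = DMSO with enzyme and substrate and 100% = substrate only without enzyme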
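medium = Bis-Tris buffer pH 6.0, 2.5 mM DTT, 0.005% Tween 20 | test system = STEP (striatal-enriched tyrosine phosphatase) enzyme, cell-free | measure = normalized % inhibition | compound dosing = 20 µM, 1% DMSO | also added = 25 µM OMFP | schedule = reaction 20 min, ambient temperature | measured by = fluorescence read at 480 nm ex / 540 nm em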
Scp-1 inhibitor = Scp-1 (human) phosphatase inhibition; Q9GZU7; Recombinant Scp1, phosphopeptide, malachite green phosphate absorbance; inhibition, % at 20 µM; actives 0.88% (n = 340,000); AID 493091;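 active = inhibition above about 50% at 20 µM, limit read from the data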;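 note: plate controls were DMSO wells with enzyme for no effect and wells lacking enzyme for full effect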
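System: SCP-1 catalytic domain; Reagent: Phospho 17-mer peptide substrate; Doses: one concentration, 20 µM, with 1.0% DMSO; Incubation: 45 min room-temperature reaction, 5 min colour, 30 min stabiliser; Signal: Phosphate-binding colour reagent, absorbance read at 630 nm.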
CendR NRP1 mod = alters CendR peptide binding to human NRP-1; O14786; FAM-RPARPAR peptide binding to NRP-1, fluorescence polarization; actives 0.85% (n = 360,000); inhibition, % at 25 µM;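 active = inhibition or corrected inhibition above about 18%, plus a signal ratio from 0.5 to 1.5, limit read from the data, passing the limit was not always enough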; note: strong numbers were not always called active
SUMO1 PPI mod = modulators of human SUMO1-mediated protein-protein interactions; P63165; SUMO1 binding to a labelled peptide, TR-FRET, 1 h; inhibition, % at 20 µM; actives 0.33% (n = 360,000); in the data active = inhibition above about 37%
LMPTP inh = blocks human LMPTP phosphatase. P24666. recombinant LMPTP-A, OMFP fluorogenic substrate, fluorescence intensity. inhibition, % at 20 µM. actives 0.22% (n = 360,000). AID 651560;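 active = compounds that cut the enzyme signal by at least half of the control window in the single-dose screen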;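 note: plate controls were DMSO wells with enzyme plus substrate for no effect and substrate without enzyme for full effect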
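material = LMPTP-A | quantity = 0.625 nM enzyme | reagent = OMFP substrate, 400 µM final | buffer or medium = Bis-Tris pH 6.0, DTT, detergent | detection = endpoint fluorescence intensity from OMFP dephosphorylation | dosing = single 20 µM dose | read-out basis = % inhibition relative to no-enzyme and uninhibited control wells | control set = no-enzyme and uninhibited controls | timing = 50 min at room temperature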
Rpn11 block = blocks the human proteasome subunit Rpn11 | O00487 | human 26S proteasome, Ub4-pepOG fluorescence polarization; 20S core pre-blocked with epoxomicin | calls only at 20 µM | actives 0.59% (n = 360,000) | AID 588493;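 active = inhibition at 20 µM, scaled to each plate's controls, above about 33%, limit read from the data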
DNMT1 inh = DNMT1 (human) enzyme inhibition. P26358. DNMT1 molecular beacon, Hinp1I cleavage, fluorescence. inhibition (reported as % activation of signal), % at 10 µM. actives 0.83% (n = 360,000). AID 588458; in the data active = inhibition above about 50%
Target sequence (P26358 504-1616 limits assumed): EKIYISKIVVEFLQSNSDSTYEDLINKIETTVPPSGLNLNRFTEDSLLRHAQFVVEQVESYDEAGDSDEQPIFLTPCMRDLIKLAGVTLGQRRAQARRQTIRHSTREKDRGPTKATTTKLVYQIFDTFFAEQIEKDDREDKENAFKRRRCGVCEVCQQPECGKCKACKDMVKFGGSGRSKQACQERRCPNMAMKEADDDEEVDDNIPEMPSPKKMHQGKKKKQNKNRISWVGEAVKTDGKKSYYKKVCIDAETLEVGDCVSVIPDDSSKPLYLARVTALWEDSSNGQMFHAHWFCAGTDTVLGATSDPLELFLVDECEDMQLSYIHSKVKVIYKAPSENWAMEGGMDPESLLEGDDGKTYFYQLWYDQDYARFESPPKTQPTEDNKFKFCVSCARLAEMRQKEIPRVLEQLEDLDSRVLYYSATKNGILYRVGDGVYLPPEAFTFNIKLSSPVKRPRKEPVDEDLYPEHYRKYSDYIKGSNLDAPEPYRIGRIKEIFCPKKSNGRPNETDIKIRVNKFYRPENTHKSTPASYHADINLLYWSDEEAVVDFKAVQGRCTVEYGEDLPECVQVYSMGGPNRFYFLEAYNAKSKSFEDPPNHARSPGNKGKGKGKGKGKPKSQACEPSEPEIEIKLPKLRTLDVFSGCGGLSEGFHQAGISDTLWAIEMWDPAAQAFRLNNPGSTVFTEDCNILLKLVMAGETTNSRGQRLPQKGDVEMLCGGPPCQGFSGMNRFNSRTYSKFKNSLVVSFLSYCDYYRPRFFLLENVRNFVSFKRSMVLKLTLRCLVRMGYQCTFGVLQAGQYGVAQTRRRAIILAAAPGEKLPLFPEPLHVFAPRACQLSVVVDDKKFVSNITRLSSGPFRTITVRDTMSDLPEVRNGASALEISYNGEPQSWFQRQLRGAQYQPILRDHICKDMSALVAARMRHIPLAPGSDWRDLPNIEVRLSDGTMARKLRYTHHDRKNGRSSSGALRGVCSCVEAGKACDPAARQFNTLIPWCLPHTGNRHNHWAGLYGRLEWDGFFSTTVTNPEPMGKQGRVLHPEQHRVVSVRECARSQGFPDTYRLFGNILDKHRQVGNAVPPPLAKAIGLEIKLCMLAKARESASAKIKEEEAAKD
NadD inh = inhibitors of Staphylococcus aureus NadD; purified NadD enzyme, colorimetric absorbance read-out; inhibition, % at 20 µM; actives 0.78% (n = 360,000); AID 602399; in the data active = inhibition above about 26%; note: some compounds past the cut are filed as inactive
MT1-MMP act inh = MT1-MMP (human) activation inhibition; AID 651647; GFP/RFP ratio change, % at 20 µM; P50281; HT1080 RFP-PRO-GFP cells, GFP/RFP ratio fluorescence, overnight; percent of plate control window, DMSO zero; actives 0.061% (n = 360,000);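 active = GFP/RFP ratio change of at least 30% with cell ATP level not reduced by more than half and red fluorescence within 50% of control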; note: strong numbers were not always called active
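Assay system: RFP-PRO-GFP reporter HT1080 cells; read-out basis: GFP/RFP fluorescence ratio; benchmarks: DMSO wells and RFP-L50D-GFP cells; doses: 20 µM single dose, 1% DMSO; schedule: overnight cell settling, then overnight compound exposure, 37 °C, 5% CO2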
SKN-1 block = blocks SKN-1 activity in C. elegans | C. elegans VP596 Pgst-4::GFP/RFP ratio, acrylamide-induced, 24 h | inhibition, % at 21.8 µM | actives 0.49% (n = 360,000) | AID 624304;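 active = interference check ratio from 0.5 to 1.5 plus GFP to RFP signal ratio inhibition reaching or exceeding a fixed threshold, cut at about 30% in these data, passing the limit was not always enough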; note: some compounds called inactive have numbers as strong as hits
Numbers without * were called inactive; i = inactive; x = no result given.

No.	Structure	SKN-1 block	Rpn11 block	DNMT1 inh	MT1-MMP act inh	NadD inh
1	COc1ccc(NC(=O)C2CCCO2)cc1OC (configuration not stated)	-3	i	8	5	-4
2	CCOc1ccc(C(=O)NCC(=O)OCC(=O)N2CCCCC2)cc1	6	i	1	-5	-7
3	CC1(C(=O)Nc2cccc(C#N)c2)CCN1C(=O)Cc1ccc(-c2ccccc2)cc1 (configuration not stated)	3	i	-10	11	-9
4	CNC(=S)Nc1cccc(S(=O)(=O)NC2=NCCC2)c1	4	i	0	-1	-6
5	O=C(c1cccc(C(=O)N2CCN(c3ccccc3)CC2)c1)N1CCN(c2ccccc2)CC1	10	i	-2	2	3
6	CCCCN(C(=O)c1ccccc1OCc1ccc(F)cc1)c1c(N)n(CCC)c(=O)[nH]c1=O	12	i	0	-5	1
7	COc1ccc(NC(=O)CN(C)C(=O)c2cn(-c3ccccc3)nc2-c2cccnc2)cc1	2	i	-10	2	0
8	COc1ccc(NS(=O)(=O)c2ccc(-c3coc(C)n3)cc2)cc1OC	6	i	-2	6	10
9	O=C(COc1ccccc1[N+](=O)[O-])NCCC1=CCCCC1	6	i	-1	-6	2
10	NC(=O)c1ccc(NC(=O)COC(=O)CC23CC4CC(CC(Br)(C4)C2)C3)cc1	-4	i	-2	3	-3
11	COc1ccccc1-c1oc2ccccc2c1C#CCCCCO	3	i	0	-1	-13
12	O=C(Nc1ccc(Cn2cccn2)cc1)c1ccc(COc2ccc(Br)cc2)cc1	-1	i	23	6	9
13	COc1cccc(C2/C(=C(\O)c3ccc4c(c3)OCO4)C(=O)C(=O)N2CCN(C)C)c1OC (configuration not stated)	1	i	-1	-3	-8
14	Cc1cc(OC(C)C(=O)NCCN2CCOCC2)c2c(C)c(C)c(=O)oc2c1 (configuration not stated)	5	i	0	1	-2
15	C/C=C/Cn1c(SCc2ccc(Cl)cc2)nc2c1c(=O)[nH]c(=O)n2C	0	i	0	-1	2

No.	CendR NRP1 mod	LMPTP inh	Scp-1 inhibitor	SUMO1 PPI mod	STEP block
1	-5	0.5	0	0	1
2	12	0.4	-6	-1	1
3	-4	3.4	x	5	1
4	4	-1.7	-5	1	5
5	-11	4.1	6	1	1
6	-21	0.5	-8	2	-3
7	-10	-6.2	-6	-62	0
8	8	0.2	-5	1	-1
9	6	0.8	7	-6	-1
10	1	-0.9	5	3	1
11	0	0.6	-8	-1	1
12	2	-1.3	1	-1	0
13	-9	-2.2	-2	-2	0
14	7	-1.1	-1	0	-1
15	-5	-0.1	-10	0	2

Records 11 through 15 from above:
No.	Structure	SKN-1 block	Rpn11 block	DNMT1 inh	MT1-MMP act inh	NadD inh
11	COc1ccccc1-c1oc2ccccc2c1C#CCCCCO	3	i	0	-1	-13
12	O=C(Nc1ccc(Cn2cccn2)cc1)c1ccc(COc2ccc(Br)cc2)cc1	-1	i	23	6	9
13	COc1cccc(C2/C(=C(\O)c3ccc4c(c3)OCO4)C(=O)C(=O)N2CCN(C)C)c1OC (configuration not stated)	1	i	-1	-3	-8
14	Cc1cc(OC(C)C(=O)NCCN2CCOCC2)c2c(C)c(C)c(=O)oc2c1 (configuration not stated)	5	i	0	1	-2
15	C/C=C/Cn1c(SCc2ccc(Cl)cc2)nc2c1c(=O)[nH]c(=O)n2C	0	i	0	-1	2

No.	CendR NRP1 mod	LMPTP inh	Scp-1 inhibitor	SUMO1 PPI mod	STEP block
11	0	0.6	-8	-1	1
12	2	-1.3	1	-1	0
13	-9	-2.2	-2	-2	0
14	7	-1.1	-1	0	-1
15	-5	-0.1	-10	0	2

Whole records from above:
O=C(Nc1ccc(Cn2cccn2)cc1)c1ccc(COc2ccc(Br)cc2)cc1 in the list: SKN-1 block = -1; Rpn11 block = i; DNMT1 inh = 23; MT1-MMP act inh = 6; NadD inh = 9; CendR NRP1 mod = 2; LMPTP inh = -1.3; Scp-1 inhibitor = 1; SUMO1 PPI mod = -1; STEP block = 0
O=C(COc1ccccc1[N+](=O)[O-])NCCC1=CCCCC1 in the list: SKN-1 block = 6; Rpn11 block = i; DNMT1 inh = -1; MT1-MMP act inh = -6; NadD inh = 2; CendR NRP1 mod = 6; LMPTP inh = 0.8; Scp-1 inhibitor = 7; SUMO1 PPI mod = -6; STEP block = -1

(next part)
No.	Structure	SKN-1 block	Rpn11 block	DNMT1 inh	MT1-MMP act inh	NadD inh
16	CC(=O)CSc1nc2nccnc2[nH]1	-2	i	-4	4	-1
17	COc1ccc(-n2nc(C(=O)NCC(=O)NC(C)C)c3ccccc3c2=O)cc1	12	i	2	-1	0
18	COC(=O)c1cc(C(=O)OC)cc(-n2c(C)cc(C=O)c2C)c1	1	i	-2	-1	8
19	CC(NC(=O)COC(=O)c1ccccc1O)C1CC2CCC1C2 (configuration not stated)	2	i	4	2	-6
20	NS(=O)(=O)c1ccc(CCNC(=S)Nc2ccc(F)cc2)cc1	4	i	-2	1	-3
21	CC1CC1C(=O)OCC(=O)N(C)CC(=O)Nc1ccc(F)cc1 (configuration not stated)	7	i	4	0	-8
22	O=C(CN1C(=O)NC2(CCCCC2)C1=O)Nc1cccc2ncccc12	12	i	5	5	0
23	Cc1c(CNCCc2ccccc2)c(C(=O)O)c(C)n1-c1ccccc1	11	i	-1	0	1
24	CC(=O)Nc1nc2ccccc2n1Cc1ccccc1	-3	i	3	10	0
25	Cc1ccc(NC(=O)CC2SC3=NCCCN3C2=O)c(C)c1 (configuration not stated)	26	i	-4	-32	4
26	CC1(C)Cc2nc3sc(C(=O)NCCO)c(N)c3cc2CO1	-11	i	-1	6	-4
27	Cc1c(NC(=O)c2ccc(N(C)S(=O)(=O)c3ccccc3)cc2)c(=O)n(-c2ccccc2)n1C	0	i	2	2	0
28	O=C(NC1CC1)c1cccc(Oc2ccccc2)c1	32	i	-3	-5	-3
29	O=C(O)c1ccc(CNS(=O)(=O)c2ccc3ccccc3c2)cc1	3	i	2	0	-4
30	COc1ccc(-c2nc(CS(=O)CC(=O)NCc3ccc(F)cc3)c(C)o2)cc1 (configuration not stated)	24	i	3	-3	-4

No.	CendR NRP1 mod	LMPTP inh	Scp-1 inhibitor	SUMO1 PPI mod	STEP block
16	-3	-1.4	x	1	1
17	15	-1.8	-6	-13	0
18	-4	0.1	-6	2	-4
19	6	-0.5	0	-4	-2
20	5	0.2	-3	3	-1
21	-14	0.3	-10	3	-1
22	0	-0.6	0	-9	-3
23	-12	1.6	-10	-5	-3
24	1	-1.5	-10	1	-3
25	2	-0.6	-9	-13	0
26	1	-0.4	-7	-15	2
27	1	-1.8	-1	1	-1
28	2	-0.2	3	0	-2
29	8	-0.8	-3	1	1
30	7	-1.0	-9	-3	-2

Next results follow:
No.	Structure	SKN-1 block	Rpn11 block	DNMT1 inh	MT1-MMP act inh	NadD inh
31	CCOc1ncccc1C(=O)NNC(=O)c1cccc(S(=O)(=O)Nc2ccc(OC)cc2)c1	-11	i	0	2	6
32	CC(=O)c1nn(-c2ccc(C(F)(F)F)cc2)c(=O)[nH]c1=O	-7	i	0	5	-2
33	CCN(CC)C(=O)COc1coc(CN2CCN(c3ccccc3F)CC2)cc1=O	9	i	0	0	-1
34	Cc1cc(C)cc(Oc2nn[nH]n2)c1	-21	i	13	-5	-5
35	Fc1ccc(Nc2ccc(-c3ccc(F)cc3)nn2)cc1	16	i	0	3	3
36	CC(=O)NC(Cc1c[nH]c2ccccc12)C(=O)N1CCc2ccccc2C1 (configuration not stated)	1	i	-1	0	0
37	Cc1ccc(NC(=O)CO/N=C/c2ccccc2C)c(C)c1	-30	i	-3	-5	-4
38	CCn1ccc(C(=O)Oc2ccc(Cl)cc2)n1	-3	i	1	6	-5
39	O=c1[nH]c(C2CCN(S(=O)(=O)c3ccccc3)CC2)nc2c1nnn2Cc1ccccc1	6	i	-3	-2	1
40	Cn1c(=O)[nH]c(=O)c2c1nc(N1CCNCC1)n2Cc1ccccc1	17	i	0	-10	-4
41	CCN(CC(O)COc1ccc(OCC(O)CN(CC)C2CCCCC2)cc1)C1CCCCC1 (configuration not stated)	8	i	-1	0	-1
42	CC(C(=O)Nc1ccc(C#N)cc1)N1CCN(C(=O)C2CC2)CC1 (configuration not stated)	8	i	1	-1	-1
43	Cc1occc1-c1n[nH]c(=S)n1-c1ccccc1	-8	i	1	-7	3

No.	CendR NRP1 mod	LMPTP inh	Scp-1 inhibitor	SUMO1 PPI mod	STEP block
31	7	0.8	-3	2	10
32	7	-2.1	-9	-9	0
33	2	-1.2	-5	-4	-15
34	-1	1.4	-6	1	0
35	16	1.0	-6	-4	3
36	14	-0.5	9	1	-3
37	-5	0.5	-9	-4	2
38	6	-1.1	-7	-1	-4
39	-1	-1.7	2	4	1
40	2	-2.2	-8	8	0
41	-19	-0.3	0	19	2
42	-9	-1.4	-10	0	1
43	13	-1.3	-5	-1	-4
